Pf growth 96h = Primary qHTS for delayed death inhibitors of the malarial parasite plastid, 96 hour incubation | P. falciparum luciferase reporter growth, 96 h | Potency, µM (highest dose often 28.7 µM), for inactives: at the top dose activity change, negative = inhibition, actives largely listed as inhibitors | 320,000 compounds, 6.9% hits | AID 504834, 2011; further: potency means the concentration at half of the fitted maximal effect; on the % scale 0 is the no-effect control and ±100 the full control effect
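Readout is luminescence from an integrated firefly luciferase in P. falciparum. Red cells, 2% hematocrit and 0.05% parasitemia final, were cultured with compound through two parasite generations (96 hours) at 37 C, 5% CO2.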
HCV inhibitor = qHTS Assay for Inhibitors of Hepatitis C Virus (HCV) | Huh7.5.1 HCVcc-Cre infection, luciferase reporter, 44 h | Potency, µM (series often up to 41.8 µM), inactives show at the top dose activity change, negative = inhibition, most hits filed as inhibitors | 340,000 compounds, 3.4% hits | AID 651820, 2012; further: potency means the concentration at half of the fitted maximal effect; on the % scale 0 is the no-effect control and ±100 the full control effect
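1,000 cells/well; 4 h culture; + compound; + HCVcc-Cre (~0.5 moi); 44 h; luciferase substrate, RT 15 min; read 15 sec.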
CHX counter = Cycloheximide Counterscreen for Small Molecule Inhibitors of Shiga Toxin. cell reporter, cycloheximide protein synthesis inhibition counterscreen. max response, %. 300,000 compounds, 12% hits; in the data active means max response mostly above about 13%, no sharp cut-off; inactive means mostly below about 14%; further: read at 38.3 µM for the half of the compounds with a filed dose; 0% is about no effect
FBPA Giardia inh = qHTS Assay for Inhibitors of Fructose-1,6-bisphosphate Aldolase from Giardia Lamblia | 290,000 compounds, 0.71% hits | purified Giardia FBPA | A8B2U2 | Potency, µM (highest dose often 59.6 µM), without a hit: at the highest dose activity, negative = inhibition, actives largely listed as inhibitors; further: potency means the concentration at half of the fitted maximal effect; on the % scale 0 is the no-effect control and ±100 the full control effect; nearly all actives have a fitted effect of over 55% in size
Target sequence (A8B2U2 whole entry, looked up): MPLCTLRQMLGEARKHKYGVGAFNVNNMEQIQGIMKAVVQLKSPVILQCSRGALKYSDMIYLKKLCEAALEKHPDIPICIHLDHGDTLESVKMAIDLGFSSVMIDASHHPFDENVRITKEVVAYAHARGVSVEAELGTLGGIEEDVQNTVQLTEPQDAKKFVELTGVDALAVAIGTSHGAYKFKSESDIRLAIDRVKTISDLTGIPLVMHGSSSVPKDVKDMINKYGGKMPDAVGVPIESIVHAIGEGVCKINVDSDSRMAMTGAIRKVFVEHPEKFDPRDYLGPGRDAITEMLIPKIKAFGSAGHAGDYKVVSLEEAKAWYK
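40 nM FBPA preincubated 10 min at RT with compound (up to 57.5 uM final), then substrate plus GAPDH/TPI/NAD/arsenate coupling and diaphorase/resazurin added. Fluorescence read after 20 min at RT, 525/598 nm.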
Pf growth 48h = Primary qHTS for delayed death inhibitors of the malarial parasite plastid, 48 hour incubation; P. falciparum luciferase growth in erythrocytes, 48 h; AID 504832, 2011; Potency, µM (top dose mostly 28.7 µM), for the others: at the highest dose activity change, negative = inhibition, usual class: inhibitors; 310,000 compounds, 5.9% hits; further: potency means the concentration at half of the fitted maximal effect; on the % scale 0 is the no-effect control and ±100 the full control effect
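Erythrocytes infected with P. falciparum carrying an integrated firefly luciferase reporter (2% hematocrit, 0.1% parasitemia final) were exposed to compounds in RPMI 1640 with 0.5% Albumax at 37 C, 5% CO2. Growth inhibition was scored as reduced luminescence.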
Shiga toxin inh = A qHTS for Small Molecule Inhibitors of Shiga Toxin; Vero cells, Shiga toxin protein synthesis inhibition reporter; inhibition, % at 38.7 µM; 290,000 compounds, 9.2% hits; in the data active means inhibition mostly above about 28%, no sharp cut-off; inactive means mostly below about 43%; further: 0% is about no effect
* marks the source's active call; other numbers are inactive results; ? = inconclusive; nt = not tested or not shown; & = joins results of further samples; [ ] = dose if it differs, or a comment. Unless noted, the call rests on the fitted dose curve; in most records, active means well fitted curve in the direction sought with a large enough effect; inconclusive means small, poorly fitted or top-dose-only effect, or another doubt; inactive means no such curve, though single readings can be large; an effect the other way counts as inactive or inconclusive.

#	smiles	Shiga toxin inh	HCV inhibitor	CHX counter	Pf growth 48h	FBPA Giardia inh	Pf growth 96h
1	Cc1ccc(Oc2ccc(S(=O)(=O)NCC(C)(C)N3CCOCC3)cc2)cc1	-7	?	-2	-1%	4%	-17%
2	CC(OC(=O)/C=C/c1cccc(Cl)c1)C(=O)NC1CCCCC1C (configuration not stated)	nt	4%	nt	38%[activator]	nt	37%[activator]
3	CCOC(OCC)P(=O)(C(C)C)C(C)C	-7	5%	-3	-5%	6%	18%
4	CC(C)Cn1c(Br)nc2c1c(=O)n(CCC#N)c(=O)n2C	7	-2%	-2	-11%	-1%	?
5	Cc1ccccc1N1C(S)=C(C#N)C(=O)NC12CCCCC2	-7	33%[activator]	3	1%	?	?
6	CCOC(=O)N1CCN(C(=O)CSc2nc(-c3cccc(C)c3)ns2)CC1	11	-30%	3	-2%	0%	?
7	CCn1nnnc1NCc1ccc(N2CCCC2)cc1	-17	-12%	8	?	?	27%
8	CCOC(=O)CC(NC(=O)Cn1nnc(-c2ccccc2F)n1)c1ccccc1Cl (configuration not stated)	-10	-22%	4	1%	5%	?

The results go on:
#	smiles	Shiga toxin inh	HCV inhibitor	CHX counter	Pf growth 48h	FBPA Giardia inh	Pf growth 96h
9	CCOC(=O)C1CCCN(C(=O)N2CCOCC2)C1 (configuration not stated)	-19	11%	-6	8%	2%	?
10	COCc1cc(C)nc2sc(C(=O)N3CCCC3)c(N)c12	-12	-22%	-1	7%	-16%	1%
11	Cc1ccc(CNC(=O)C2CC(c3cccc(F)c3)=NO2)cc1 (configuration not stated)	11	18%	2	91%[activator]	9%	64%[activator]
12	CCCCNC(=O)C1CC(c2cccc([N+](=O)[O-])c2)=NO1 (configuration not stated)	83*	16%	25*	54%[activator]	2%	19%
13	COc1ccc(NC(=O)Cn2nnc(C(=O)NCc3ccccc3OC)c2N)cc1Cl	3	0%&12%	-4	5%	-7%	?
14	C=CCNC(=S)/C(=C(\[O-])c1ccc(Cl)cc1)[n+]1ccccc1	-3	12%	-1	?	13µM*	?
15	O=C(CC(c1ccccc1)c1ccccc1)Nc1nn[nH]n1	-13	19%	1	10%	8%	-9%
16	CCOc1ccc(CSC(=N)N)cc1	15	?	3	-1%	0%	?

Next part
#	smiles	Shiga toxin inh	HCV inhibitor	CHX counter	Pf growth 48h	FBPA Giardia inh	Pf growth 96h
17	Cc1ccc(NC(=O)CC2SC3=NCCN3C2=O)cc1 (configuration not stated)	6	17%	6	-7%	-1%	?
18	Cc1ccc(-c2sc(-c3cccnc3)nc2CC(=O)O)cc1	-17	10%	-3	?	7%	-19%
19	CCCn1c(N)c(C(=O)COC(=O)c2c(C)noc2C)c(=O)n(C)c1=O	-3	?	11	nt	2%	-23%
20	Cc1cc(NC(=O)COC(=O)[C@H](C)NC(=O)c2ccccc2)no1	24	21%	-2	-4%	10%	210%[activator]
21	O=C(N/N=C/C(Br)=C/c1ccccc1)c1ccc([N+](=O)[O-])cc1	4	-29%	11	-8%	3%	18%
22	Cc1cc(C)c2c(=O)n(CC(=O)N3CCC(N4CCCCC4)CC3)sc2n1	-19	15%	-7	nt	-13%	?
23	COc1ccc2c(c1)C1=NN(/C(C)=C\C(C)=O)C(c3ccccc3)C1CC2 (configuration not stated)	71*	?	26*	13µM*	?	1%
24	CCc1sc(C(=O)N2CCc3cc(OC)c(OC)cc3C2CC(=O)O)cc1C (configuration not stated)	nt	-2%	nt	?	nt	?

Filtered by structure, those above with bromine.
#	smiles	Shiga toxin inh	HCV inhibitor	CHX counter	Pf growth 48h	FBPA Giardia inh	Pf growth 96h
4	CC(C)Cn1c(Br)nc2c1c(=O)n(CCC#N)c(=O)n2C	7	-2%	-2	-11%	-1%	?
21	O=C(N/N=C/C(Br)=C/c1ccccc1)c1ccc([N+](=O)[O-])cc1	4	-29%	11	-8%	3%	18%

Continuation:
#	smiles	Shiga toxin inh	HCV inhibitor	CHX counter	Pf growth 48h	FBPA Giardia inh	Pf growth 96h
25	Cc1cc(C)c2[nH]c(O)c(N=Nc3ccc(C(=O)O)cc3)c2c1	35	8%	10	-9%	7%	-20%
26	CCCn1c(N)c(Sc2ccccc2)c(=O)n(CCC)c1=O	-23	nt	-6	-5%	4%	?
27	CN(C(=O)CSc1ccc(S(=O)(=O)N2CCCCC2)cn1)c1ccccc1	nt	-9%	nt	?	nt	12µM*
28	CCOC(=O)N/N=C\c1ccc(-c2cccc(C(F)(F)F)c2)o1	14	?	10	?	-2%	-11%
29	COc1ccc(CCCc2nnc(SCC(=O)Nc3cc(C)c(C)cc3Br)o2)cc1	-3	-5%	0	?	?	20%
30	COc1ccc(/C=N/NS(=O)(=O)c2ccccc2)cc1OS(=O)(=O)c1ccc(C)cc1	32	?	9	-15%	-8%	nt
31	CCCCNC(=O)N(O)C1N(CCCC)C(=O)N(CC(=O)OC)C1(C)C (configuration not stated)	9	0%	-6	-9%	3%	5.2µM*
32	Cc1ccc(NC(=S)N(CCCN(C)C)Cc2cc3cc4c(cc3[nH]c2=O)OCO4)c(C)c1	-23	15%	-1	9.3µM*	1%	?

Remaining list, next part.
#	smiles	Shiga toxin inh	HCV inhibitor	CHX counter	Pf growth 48h	FBPA Giardia inh	Pf growth 96h
33	CCOc1cc(S(=O)(=O)NCCCN2CCOCC2)ccc1F	-14	5%	-4	0%	nt	?
34	CCN(CC)S(=O)(=O)c1ccc(C)c(NC(=O)CSc2nc3ccccc3[nH]2)c1	-5	?	-3	?	-8%	?
35	CC(=O)NC1(C(F)(F)F)C(=O)Nc2c1c(=O)n(C)c(=O)n2C (configuration not stated)	-8	22%	0	12%	1%	30%
36	COC(=O)c1ccc(C(=O)OC)c(NC(=O)COC(=O)CCOc2ccc(C)cc2)c1	nt	0%	nt	-8%	nt	13%
37	CCN(CC)C(CNS(=O)(=O)c1ccc(Cl)cc1)c1ccccc1 (configuration not stated)	14	19%	-2	1%	-7%	?
38	COc1ccc(N(C)C(=O)CCS(=O)(=O)c2cccc3nonc23)cc1	-9	0%	-1	0%	1%	93%[activator]
39	O=C(NCCCN1CCOCC1)c1ccc2c(=O)n(Cc3ccc(Cl)cc3)c(=S)[nH]c2c1	4	?	-5	?	-24%	?
40	O=C(NCCCN1CCOCC1)c1cc2c(s1)CCCC2	49	1%	10	16%	-27%	nt

Additional structures follow.
#	smiles	Shiga toxin inh	HCV inhibitor	CHX counter	Pf growth 48h	FBPA Giardia inh	Pf growth 96h
41	CC(C)(C)c1ccccc1OCCOCCNCc1ccccc1	-3	12%	-4	8.3µM*	-30%	23%
42	COC(=O)c1scc(C)c1N/N=C(\C)c1ccc(F)cc1	-5	4%	-8	4%	13%	nt
43	Cc1ccc(N2CC(NS(=O)(=O)c3cccs3)CC2=O)cc1C (configuration not stated)	nt	21%	nt	?	nt	0%
44	CCOc1cccc(/C(O)=C2/C(=O)C(=O)N(CCN3CCOCC3)C2c2cccnc2)c1 (configuration not stated)	-10	-4%	-1	23%	-6%	?
45	CCCOc1cccc(C(=O)NCCCNC(=O)c2ccccn2)c1	15	-4%	-1	11%	-9%	25%
46	CC1(C)Cc2c(C#N)c(N3CCNCC3)nc(-c3ccco3)c2CS1	-14	?	-2	?	4%	?
47	CCOc1cccc(/C=N/Nc2nc(N3CCCC3)nc(N3CCCC3)n2)c1O	48	?	24	0.83µM*	5%	-2%
48	CC(C)(C)OC(=O)N1CCN(C(=O)c2[nH]cnc2C(=O)Nc2nccs2)CC1	nt	18%	nt	21%	nt	-3%

Arranged by count of non-hydrogen atoms (highest first): some entries from above.
#	smiles	Shiga toxin inh	HCV inhibitor	CHX counter	Pf growth 48h	FBPA Giardia inh	Pf growth 96h
47	CCOc1cccc(/C=N/Nc2nc(N3CCCC3)nc(N3CCCC3)n2)c1O	48	?	24	0.83µM*	5%	-2%
48	CC(C)(C)OC(=O)N1CCN(C(=O)c2[nH]cnc2C(=O)Nc2nccs2)CC1	nt	18%	nt	21%	nt	-3%
41	CC(C)(C)c1ccccc1OCCOCCNCc1ccccc1	-3	12%	-4	8.3µM*	-30%	23%
43	Cc1ccc(N2CC(NS(=O)(=O)c3cccs3)CC2=O)cc1C (configuration not stated)	nt	21%	nt	?	nt	0%
42	COC(=O)c1scc(C)c1N/N=C(\C)c1ccc(F)cc1	-5	4%	-8	4%	13%	nt

More entries
#	smiles	Shiga toxin inh	HCV inhibitor	CHX counter	Pf growth 48h	FBPA Giardia inh	Pf growth 96h
49	O=C1C(=O)N(CCS(=O)(=O)c2ccccc2)c2ccccc21	13	15%	1	34%	-13%	28%
50	COc1cccc(CC2(CO)CCN(Cc3ccc4cccc(F)c4n3)CC2)c1	-6	?	-2	0%	-4%	-103%
51	COc1cc(C(=O)OCC(=O)Nc2ccc(OC(F)F)cc2)cc(OC)c1OC	31	?	4	7%	7%	0%
52	COC(=O)C1C2C=CC3(CN(Cc4cccs4)C(=O)C13)O2 (configuration not stated)	35	15%	6	?	-1%	36%[activator]
53	CC1CCC(NC(=O)CCNC(=O)c2ccccc2)CC1 (configuration not stated)	11	15%	2	3%	4%	-4%
54	Cn1ccsc1=NC(=O)c1ccc(Cl)c([N+](=O)[O-])c1	53*	-9%	16*	6%	-4%	1%
55	CC1(C)OC(=O)C(=Cc2ccc[nH]2)C(=O)O1	1	22%	8	?	3%	?
56	CCC(=O)N1CCc2cc(Br)cc(S(=O)(=O)CCC(=O)NCc3ccco3)c21	-8	-7%	-2	8.3µM*	0%	nt

Carrying on:
#	smiles	Shiga toxin inh	HCV inhibitor	CHX counter	Pf growth 48h	FBPA Giardia inh	Pf growth 96h
57	Nc1nc(SCC(=O)c2c(N)n(Cc3ccccc3)c(=O)[nH]c2=O)n[nH]1	-4	-11%	7	22%	6%	80%[activator]
58	CC1=Nn2c(nnc2-c2n[nH]c3c2CCC3)SC1	-8	18%	-3	nt	-4%	-9%
59	CCCCC(=O)OC1CCC2C3CCc4cc(O)ccc4C3CC[C@]12C (some centres not stated)	nt	nt	nt	-18%	-17%	-18%
60	Cc1cc(/C=N/n2cnnc2)c(C)n1-c1ccc2c(c1)OCO2	-18	-9%	-7	11%	-4%	10µM*
61	CCn1c(SCC(=O)OC)nnc1-c1ccc(C)cc1	-1	3%	-1	2%	1%	-6%
62	COc1ccc(C(=O)C2CCCN(Cc3sc(N4CCCC4)nc3Cl)C2)c(OC)c1 (configuration not stated)	22	?	14	?	-16%	?
63	[N-]=[N+]=CC(=O)OC[C@H](N)C(=O)O	-13	2%	-3	1%	0%	-9%
64	C#Cc1ccc(CN2CCN(Cc3ccsc3)C(CCO)C2)cc1 (configuration not stated)	-6	14%	-2	-10%	-2%	29%

Next section:
#	smiles	Shiga toxin inh	HCV inhibitor	CHX counter	Pf growth 48h	FBPA Giardia inh	Pf growth 96h
65	COc1ccc(/C(C)=N\NC(=O)c2ccc(-c3ccccc3)cc2)c(F)c1	2	-30%	1	9%	6%	10µM*
66	CCNC(=O)NC(=O)C(C)OC(=O)[C@H](C)NS(=O)(=O)c1c(C)c(C)cc(C)c1C (some centres not stated)	-2	13%	-6	30%	1%	74%[activator]
67	CCCOc1ccc(C2=NNC(c3cccs3)=Nc3ccc(OC)cc32)cc1	98*	10%	57*	?	-5%	-1%
68	CC(C)(C)OC(=O)CNC(=O)c1[nH]cnc1C(=O)N[C@@H](Cc1ccccc1)C(=O)OC(C)(C)C	-4	-13%	-8	?	-24%	?
69	N#Cc1c(N(CCO)CCO)nc(N)c2c(N)nc3c(c12)CC(=O)N3CC1CCCO1 (configuration not stated)	5	19%	-1	2%	?	31%[activator]
70	CSc1ccc(Cl)c(C(=O)OCC(=O)Nc2ccccc2OC(F)F)c1	2	18%	-1	21%	-3%	33%[activator]

Screening results deposited in PubChem by National Center for Advancing Translational Sciences (NCATS).

No enrichment for hits; 24% or so of the library scored in one or more.
